Dengue-2 NS5 capping: flavivirus cap methylation enzyme inhibition – biochemical, confirmation dose response, primary screen (AID 588689). Dengue-2 NS5 methyltransferase capping enzyme assay, biochemical; higher % means a stronger effect. actives 0.3% (n = 340,000). inhibition, % at 25 µM; hits with a dose series show IC50 in µM; in the data active = a potency from the dose series
UTI89 phage lysis: protection from phage-mediated lysis, alamar blue read-out – E. coli UTI89, K1F phage, bacterial capsule biogenesis inhibitors (AID 488966) | E. coli UTI89 K1F phage lysis, alamar blue, 2 h; higher % means a stronger effect | inhibition, % at 100 µM; hits with a dose series show IC50 in µM | actives 0.02% (n = 340,000);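 active = phage lysis inhibition, versus mean bacterial control, above a set limit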;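 also: capsule biogenesis inhibitors block K1F phage lysis so surviving cells raise fluorescence; higher fluorescence means more inhibition of phage lysis; actives were called in the ten point dose series up to 300 µM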
RSV CPE inhibition: RSV antiviral activity via CPE protection, HEp-2 cells, primary 10 µM value included (AID 2391); HEp-2 cells, RSV-induced CPE inhibition; higher % means a stronger effect; CPE inhibition, % at 10 µM; hits with a dose series show IC50 in µM; actives 0.13% (n = 310,000); in the data active = a potency from the dose series; also: strong numbers were not always called active
HIV peptide binding: cell-free HIV fusion peptide-binding blockers – biochemical, uHTS, fluorescence dequenching, primary screen (AID 1986). cell-free peptide binding, fluorescence dequenching, 30 min; higher % means a stronger effect. inhibition, % at 20 µM, or IC50 in µM where a hit was titrated. actives 0.3% (n = 290,000); in the data active = inhibition mostly above about 52%, no sharp cut-off; inactive = mostly below about 76%; also: some results filed as inactive read as strong as hits
MgcRacGAP inhibition: MgcRacGAP GTPase-activating activity inhibitors, confirmation, biochemical, ADP Hunter fluorescence; MgcRacGAP-stimulated Rac1 GTP hydrolysis, ADP Hunter fluorescence; higher % means a stronger effect; GST-tagged Rac1 F28L mutant substrate; inhibition, % at 30 µM; hits with a dose series show IC50 in µM; actives 0.6% (n = 340,000); AID 624330;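 active = first-screen hits whose inhibition reached a set limit at any dose in the follow-up dose series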;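 also: fluorescence reports GDP produced by GAP-driven GTP hydrolysis; strong numbers were not always called active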
PhoP inhibition: inhibitors of PhoP regulon expression, primary screen, Salmonella Typhimurium, GFP reporter (AID 1863). S. Typhimurium PhoP-regulated promoter GFP reporter, 4 h; higher % means a stronger effect. one-dose inhibition, % at 50 µM; IC50 in µM for titrated hits. actives 0.16% (n = 300,000);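 active = inhibition over 29.93%, a cutoff 3 SD above the screen mean, later confirmed by dose response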;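 also: 0% = low Mg2+ inducing control and 100% = high Mg2+ repressing control; strong numbers were not always called active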
GPR35 arrestin U2OS: inhibition of zaprinast-stimulated GPR35 beta-arrestin translocation – imaging, U2OS, beta-arrestin-GFP, zaprinast agonist, primary screen (AID 2058); actives 0.052% (n = 290,000); inhibition, % at 10 µM, or IC50 in µM where a hit was titrated; U2OS GPR35 beta-arrestin-GFP translocation imaging, zaprinast antagonism; higher % means a stronger effect;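 active = inhibition of at least 50% with at least 30 cells and total cytoplasm GFP at most 10,000,000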
GPR55 LPI antagonism: inhibition of LPI-stimulated GPR55 beta-arrestin translocation – imaging, U2OS, beta-arrestin-GFP, LPI agonist, primary screen (AID 2013); actives 0.13% (n = 290,000); one-dose inhibition, % at 10 µM; IC50 in µM for titrated hits; U2OS GPR55 beta-arrestin-GFP translocation imaging, LPI antagonism; higher % means a stronger effect;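 active = spots per cell inhibited over 60%, with over 100 cells counted and total cytoplasm intensity under 500,000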;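 also: U2OS cells stably carrying GPR55 and arrestin-GFP stimulated by 5 µM LPI near EC80; imaged beta-arrestin-GFP aggregate spots per cell after agonist stimulation; plate controls were LPI-stimulated DMSO wells for no effect and DMSO wells without LPI for full effect; some results filed as inactive read as strong as hits; confirmed hits need IC50 under 10 µM and bright autofluorescent wells are also inconclusive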
SV40 large T antigen: TAg ATPase/helicase activity blockers – biochemical (AID 1903). SV40 large T antigen ATPase/helicase inhibition assay; higher % means a stronger effect. inhibition, % at 20 µM, or IC50 in µM where a hit was titrated. actives 0.39% (n = 310,000); in the data active = a potency from the dose series; also: strong numbers were not always called active
Dengue-2 NS5 capping pilot replicate: recorded beside Dengue-2 NS5 capping, whose call it bears; inhibition, %; measured here: pilot screen replicate inhibition
* = called active by the depositor; · = not tested or not shown; [ ] = remark or other dose.

SMILES | Dengue-2 NS5 capping | UTI89 phage lysis | RSV CPE inhibition | HIV peptide binding | MgcRacGAP inhibition | PhoP inhibition | GPR35 arrestin U2OS | GPR55 LPI antagonism | SV40 large T antigen | others
COc1ccc(S(=O)(=O)N2CCOCC2)cc1NC(=O)c1ccc2c(c1)OCCO2 | 1% | -0.1% | 4.1% | -0.9% | 5% | 0% | -9% | 17% | 17%
CCC(CC)C(=O)NCCc1ccc(F)cc1 | 0% | 2.3% | 0.5% | 1.1% | 5% | 3% | -8% | -3% | -2%
COc1ccc(NC(=O)c2ccc3[nH]c(C)c(C)c3c2)c(OC)c1 | 0% | 0.0%[50 µM] | 3.7% | 0.1% | 2% | -1% | -5% | 10% | 5%
CCCCNC(=O)NCc1cnn(C)c1C | -6% | 1.8%[50 µM] | 1.0% | 2.4% | 9% | 9% | -2% | 7% | 6%
NC(=O)c1ccsc1NC(=O)c1ccc(N2CCCC2=O)cc1 | 0% | -0.3% | -0.1% | 0.6% | 6% | 4% | 12% | -2% | 4%
COc1ccc(S(=O)(=O)N2CC=C(C(=O)Nc3ccc(NC(C)=O)cc3)CC2)cc1 | -8% | -0.8% | 2.8% | 0.5% | 6% | 2% | -4% | 10% | 9%
O=C(Nc1cc(C(F)(F)F)ccc1N1CCOCC1)c1ccccc1 | -4% | 0.2% | 5.4% | 1.1% | 4% | 2% | 2% | -1% | 13%
COc1ccc(C(=O)N(C)c2c(C)n(C)n(-c3ccccc3)c2=O)cc1OC | -4% | 0.7% | 0.3% | -0.7% | -2% | 3% | -4% | -7% | -2%
CCCSc1nc2cc(C)c(C)cc2n1CC(C)O (configuration not stated) | -5% | -0.1% | 2.4% | -1.4% | 9% | 4% | -3% | -1% | -2%
OCc1nc2ccccc2n1CC(O)Cn1ccc2ccccc21 (configuration not stated) | -3% | 0.5% | 2.2% | -2.8% | 8% | 7% | 4% | -8% | 2%
CSCCC1COC(c2cccs2)=N1 (configuration not stated) | -1% | 0.3% | 0.2% | 0.2% | 12% | -6% | -11% | 17% | 0%
O=C1CCCC(=O)N1c1ccc(N2CCN(c3ccc([N+](=O)[O-])cc3)CC2)c([N+](=O)[O-])c1 | · | · | 2.2% | -2.2% | · | 5% | -2% | -4% | 12%
Cc1ccccc1-n1nc(C)c2cc(C(=O)N3CCN(S(=O)(=O)c4ccccc4)CC3)sc21 | -3% | 1.2% | · | -1.4% | 5% | · | -2% | -4% | ·
COc1ccc(CN2C(=O)N(c3ccc(OC)cc3)C(=O)C2CC(=O)Nc2ccccc2)cc1 (configuration not stated) | -1% | -1.6% | 1.1% | -1.9% | 16% | -3% | 4% | 9% | 6%
CN1CCN(C(=O)CCCOc2cc(=O)n(C)c3ccccc23)CC1 | -9% | -0.2% | -0.1% | 12% | 1% | 4% | 16% | 3% | 10%
CN(C)S(=O)(=O)N(CC(=O)NCCSCc1ccccc1)c1ccccc1 | 3% | -0.2% | 0.6% | -1.7% | 11% | -4% | -4% | 7% | 2%
CCOc1ccc(N2C(=O)CC(Cc3ccccc3OC)C2=O)cc1 (configuration not stated) | 6% | 0.5% | 2.2% | 1.2% | 13% | 4% | 2% | 3% | 26%
N#Cc1ccccc1NC(=O)c1ccc2c(c1)OCCO2 | -12% | 0.0% | 0.6% | 0.9% | 4% | 1% | 6% | 3% | 2%
Cc1ccc(OC(C)C(=O)Nc2ccc3c(c2)n(C)c(=O)n3C)cc1C (configuration not stated) | 3% | 0.0% | 2.9% | -0.9% | 11% | 10% | -4% | -21% | -2%
COC(=O)c1ccccc1NC(=O)/C=C/c1ccco1 | -1% | 4.6%[50 µM] | 1.2% | 23% | 7% | 2% | 5% | -20% | -2%
O=C(NC1CCCCC1)c1cc(S(=O)(=O)N2CCOCC2)ccc1Cl | 15% | -0.4% | 1.2% | -0.2% | -3% | -5% | -6% | -3% | 13%
O=C(CSc1nnc2scc(-c3ccccc3)n12)NCc1ccco1 | -2% | 1.5%[50 µM] | 2.1% | 0.3% | 6% | -2% | 1% | -10% | 16%
O=C(Nc1cccnc1)c1ccc(Cl)cc1[N+](=O)[O-] | -9% | 0.5% | 1.2% | -2.0% | 2% | 6% | 21% | 4% | 6%
CC(C)(C)C(=O)NC(=S)N1CCCC1 | 3% | 0.1% | -0.1% | -1.4% | 6% | 0% | -9% | 7% | 4%

Filtered by structure: the entries above containing two or more sulfur atoms
SMILES | Dengue-2 NS5 capping | UTI89 phage lysis | RSV CPE inhibition | HIV peptide binding | MgcRacGAP inhibition | PhoP inhibition | GPR35 arrestin U2OS | GPR55 LPI antagonism | SV40 large T antigen | others
CSCCC1COC(c2cccs2)=N1 (configuration not stated) | -1% | 0.3% | 0.2% | 0.2% | 12% | -6% | -11% | 17% | 0%
Cc1ccccc1-n1nc(C)c2cc(C(=O)N3CCN(S(=O)(=O)c4ccccc4)CC3)sc21 | -3% | 1.2% | · | -1.4% | 5% | · | -2% | -4% | ·
CN(C)S(=O)(=O)N(CC(=O)NCCSCc1ccccc1)c1ccccc1 | 3% | -0.2% | 0.6% | -1.7% | 11% | -4% | -4% | 7% | 2%
O=C(CSc1nnc2scc(-c3ccccc3)n12)NCc1ccco1 | -2% | 1.5%[50 µM] | 2.1% | 0.3% | 6% | -2% | 1% | -10% | 16%

Next part.
SMILES | Dengue-2 NS5 capping | UTI89 phage lysis | RSV CPE inhibition | HIV peptide binding | MgcRacGAP inhibition | PhoP inhibition | GPR35 arrestin U2OS | GPR55 LPI antagonism | SV40 large T antigen | others
COc1ccc(N=C2SC(C(=O)Nc3ccc(F)cc3)CC(=O)N2C)cc1 (configuration not stated) | 0% | -0.1% | 3.0% | -0.9% | 1% | 3% | 8% | -9% | 4%
COc1cc(C(=O)NCC(=O)NC(C)c2ccc(-n3ccnc3)cc2)cc(OC)c1OC (configuration not stated) | -6% | 0.7%[50 µM] | 1.8% | · | -1% | -10% | · | · | 8%
COc1cnc(-c2ccccc2)nc1Oc1ccc(Cl)cc1C | -1% | -0.1% | -0.6% | -0.2% | 6% | 4% | 8% | 8% | 5%
CC(=O)C1=C(Nc2ccccc2)CC(C)(O)C(C(C)=O)C1c1ccccc1 (configuration not stated) | 5% | -1.5% | 0.4% | -4.0% | 4% | -6% | 8% | -9% | 15%
O=C(NC1CCCCC1)c1ccc(S(=O)(=O)N2CCCC2)cc1 | -6% | 1.3% | 0.5% | -0.1% | -8% | -5% | -6% | 6% | 5%
COc1ccccc1C(=O)C1CCCN(C(=O)CSc2ccccn2)C1 (configuration not stated) | 2% | 0.1% | 1.2% | 0.0% | -1% | -9% | -5% | -2% | 5%
O=[N+]([O-])c1ccc(S(=O)(=O)Nc2ccc(-c3ccc(N4CCCC4)nn3)cc2)cc1 | 1% | 0.9%[50 µM] | 2.0% | · | 3% | -4% | · | · | 9%
COc1ccc(C(CC(=O)O)NC(=O)c2cccs2)cc1 (configuration not stated) | -7% | 0.8% | 0.2% | -0.1% | 8% | -13% | -15% | -2% | 15% | Dengue-2 NS5 capping pilot replicate=0.9
COc1cc(CCCN2CCNC[C@@H]2Cc2ccccc2)cc(OC)c1OC | -2% | 3.4% | -2.0% | · | 6% | · | · | · | 3%
Cc1ccnc(NC(=O)CNC(=O)c2sc3ccccc3c2Cl)c1 | -5% | -0.7% | -2.0% | · | 2% | -7% | · | · | 5%
CCOC(=O)c1sc2nc(N3CCOCC3)c3c(c2c1N)CCN(C)C3 | · | · | · | -1.6% | · | 5% | -13% | 12% | 12%
O=C(OCCc1cc2ccccc2c(=O)o1)c1ccc(F)cc1 | -4% | 2.5% | 0.3% | · | 4% | · | · | · | ·
Cc1ccc(C(=O)Nc2ccc(S(=O)(=O)N3CCCC3)cc2)cc1 | -4% | -0.1% | 0.0% | -2.3% | 7% | 9% | -8% | 3% | -4%
Cc1ccccc1C(=O)Nc1ccc(O)c2c(=O)cc(-c3ccccc3Cl)oc12 | -2% | 9.1% | -0.1% | 0.7% | 4% | -4% | 5% | 4% | 14%
COC(=O)CCC/C=C1/SCC(NC(=O)c2ccccc2)C1NC(C)=O (configuration not stated) | -10% | 0.2% | 4.5% | 0.9% | 5% | 5% | 5% | -4% | 2%
CC(C)c1ccc(C2C(C(=O)c3ccco3)=C(O)C(=O)N2CCN2CCOCC2)cc1 (configuration not stated) | 1% | -0.1% | 1.5% | 1.0% | 7% | -9% | -22% | -1% | 9%
Cc1cc(=O)[nH]c(SCC(=O)Nc2ncc(S(=O)(=O)c3ccc([N+](=O)[O-])cc3)s2)n1 | 6% | -1.7% | 0.5% | 7.9% | 8% | -6% | 5% | 2% | 16%
Cc1ccc(NC(=O)CCNS(=O)(=O)c2ccc3c(c2)oc(=O)n3C)cc1 | -6% | 1.0% | 1.0% | -0.9% | 2% | 12% | 38% | 24% | 24%
O=C(NCCc1ccc(Cl)cc1)C1CCN(S(=O)(=O)N2CCCCC2)CC1 | -6% | 0.4% | 4.3% | -1.0% | 5% | -1% | -1% | 31% | 20%
O=C(N/N=C/c1ccc(O)c2ccccc12)c1cccnc1 | -3% | 0.1% | 2.8% | -0.3% | 127µM* | 1% | 6% | -11% | 12%
O=C(N/N=C/c1ccc[nH]1)c1cccnc1 | 2% | -1.5% | 1.0% | 0.4% | 3% | 2% | 19% | 4% | 14%
O=C(Nc1ccccc1F)C1(c2ccccc2)CC1(Cl)Cl (configuration not stated) | -5% | 0.6%[50 µM] | 2.8% | 0.2% | 3% | -3% | 4% | 3% | 6%
CN(CC(=O)NC1CC1)S(=O)(=O)c1ccc(Br)cc1 | -9% | 0.7% | -0.1% | 0.4% | 3% | 2% | 1% | 2% | -12%
CC(=O)c1ccc(NC(=O)CN2CCCC2)cc1 | · | 0.7% | 0.8% | -1.1% | 8% | -5% | -4% | 12% | 9%
COc1ccc(N2CCN(S(=O)(=O)CCNC(=O)COc3ccccc3)CC2)cc1 | 2% | 1.2%[50 µM] | -2.3% | · | 6% | 0% | · | · | 10%
CC(C)c1cc(C(=O)N/N=C/c2c[nH]c3ccccc23)n[nH]1 | 5% | 0.1% | 9.5% | -0.4% | 8% | 3% | -2% | 0% | 24%
O=c1ccc(=O)n2n1CC(O)C2 | 3% | 0.9% | 0.6% | 2.6% | 10% | 8% | 2% | 8% | -2%
CC1CC(C)CN(C(=O)C2CCC(CNc3c(N4CCCCC4)c(=O)c3=O)CC2)C1 (configuration not stated) | -3% | 0.2% | 2.3% | 0.9% | 13% | -9% | 1% | 6% | 5%
O=C(c1cc(F)c(F)cc1Cl)N1CCN(c2ccc([N+](=O)[O-])c3ncccc23)CC1 | -2% | 2.6% | 7.1% | -2.0% | 5% | -14% | -5% | 4% | 6%

Assay outcomes deposited in PubChem BioAssay by several laboratories.
